Assay outcomes deposited in PubChem BioAssay by several laboratories.
S1P2 blocker: S1P2 (human) receptor antagonism. cell-based S1P2 antagonist assay, inhibition at 5 uM. inhibition, % at 5 µM. 97,000 tested, 0.21% active. AID 736; in the data active means inhibition above about 45%;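 further: CRE beta-lactamase reporter cells expressing human S1P2 stimulated with S1P; 0% = agonist at EC80 alone and 100% = agonist plus reference antagonist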
Target sequence (O95136 whole entry, looked up): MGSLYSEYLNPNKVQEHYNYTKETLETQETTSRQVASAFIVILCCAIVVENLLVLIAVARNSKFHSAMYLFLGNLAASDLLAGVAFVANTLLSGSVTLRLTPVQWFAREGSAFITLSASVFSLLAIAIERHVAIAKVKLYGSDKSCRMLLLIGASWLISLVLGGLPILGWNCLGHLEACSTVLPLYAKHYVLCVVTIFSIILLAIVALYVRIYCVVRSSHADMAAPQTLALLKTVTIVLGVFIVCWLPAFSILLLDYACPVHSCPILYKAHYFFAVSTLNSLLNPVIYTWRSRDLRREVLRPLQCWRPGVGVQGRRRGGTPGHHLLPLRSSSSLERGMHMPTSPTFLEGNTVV
Ecoli WT expand: blocks growth of wild type E. coli BW25113; OD600 absorbance; growth inhibition, % at 100 µM; 98,000 tested, 0.15% active; AID 710;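 active means growth inhibition above about 50% at one test dose, limit read from the data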;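 further: growth measured after 20 h incubation at 37 °C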
PostGolgi yeast: growth inhibition of a yeast mutant, post-Golgi transport screen | 98,000 tested, 0.9% active | inhibition, % at 10 µM | post-Golgi transport phenotypic cell assay;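 further: yeast cells grown in 1536-well plates; yeast grown about 18 h at 30C before absorbance read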
Lung fibro prol: blocks proliferation of human lung fibroblasts; LL 47 human lung fibroblast viability, ATP luminescence; hits give low values; viability, % at 10 µM; 85,000 tested, 1.1% active;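 active means viability at or below 50% in the single dose screen; inactive means viability above 50%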;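 further: compound exposure lasted 72 h before the ATP readout; 100% = median luminescence of untreated cell-only wells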
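Test system: LL 47 human lung fibroblasts; Quantity: 1,150 cells/well; Buffer or medium: IMEM plus 15% FBS; Dosing: tenfold compound dosing solution, DMSO at 0.1%; Timing: overnight cell rest, 72 h compound treatment at 37 °C; Detection: ATP-based CellTiter-Glo luminescent readout; Read-out basis: viability percentage against median untreated-cell control; Controls: cell-only wells, no compound.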
DAT uptake mod: human DAT dopamine uptake with cocaine, either direction. Q01959. LLC-PK1 hDAT cells, [14C]-dopamine uptake with cocaine IC80; actives deviate in either direction. B-score at 10 µM. AID 449768. 110,000 tested, 1.3% active;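 active means Z score or B-score, a plate-position-corrected score, falls beyond the plate's 99.7% confidence bounds, in either direction; inactive means both scores lie inside the 99.7% bounds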;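 further: scored against the spread of the other compound wells on the same plate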
Target sequence (Q01959 whole entry, looked up): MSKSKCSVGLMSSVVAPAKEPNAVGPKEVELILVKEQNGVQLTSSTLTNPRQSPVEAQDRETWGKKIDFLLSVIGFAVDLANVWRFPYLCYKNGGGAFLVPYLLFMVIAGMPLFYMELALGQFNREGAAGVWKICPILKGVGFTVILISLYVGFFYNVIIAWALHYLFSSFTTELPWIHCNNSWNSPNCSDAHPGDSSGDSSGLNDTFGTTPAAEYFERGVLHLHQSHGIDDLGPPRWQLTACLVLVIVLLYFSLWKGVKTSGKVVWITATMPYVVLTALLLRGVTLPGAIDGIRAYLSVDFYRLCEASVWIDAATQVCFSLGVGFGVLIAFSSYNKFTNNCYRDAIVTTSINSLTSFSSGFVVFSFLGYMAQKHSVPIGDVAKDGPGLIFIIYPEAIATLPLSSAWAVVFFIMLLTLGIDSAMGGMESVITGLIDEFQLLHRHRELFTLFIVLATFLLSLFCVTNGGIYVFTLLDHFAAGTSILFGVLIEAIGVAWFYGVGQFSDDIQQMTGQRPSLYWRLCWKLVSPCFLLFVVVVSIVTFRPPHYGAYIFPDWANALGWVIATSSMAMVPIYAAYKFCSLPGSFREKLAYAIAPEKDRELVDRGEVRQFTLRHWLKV
HUVEC inhibit: human endothelial cell proliferation inhibition | HUVEC proliferation, CellTiter-Glo luminescence, 72 h; hits give low values | viability, % at 10 µM (by protocol) | 86,000 tested, 1.1% active | AID 648;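 active means viability at or below 30%; inactive means viability above 30%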;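 further: 100% = median luminescence of DMSO-only cell control wells on each plate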
PostGolgi ctrl: inhibits growth of the yeast control strain; 98,000 tested, 5% active; inhibition, % at 10 µM; efflux-deficient yeast background strain, growth absorbance A615, 16 h; AID 738
H69AR growth 86K: growth inhibitors of human H69AR lung tumor cells. H69AR lung tumor viability, ATP luminescence, 72 h; hits give low values. viability, % at 10 µM. AID 598. 85,000 tested, 6% active;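 active means viability at or below 40%; inactive means viability above 40%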;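 further: multidrug resistant small cell line overexpressing MRP-1 efflux transporter; 100% = mean luminescence of untreated control wells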
S1P2 agonist: S1P2 (human) receptor agonism. S1P2-expressing cell line, agonist reporter read-out. activation, % at 4.5 µM. 97,000 tested, 0.46% active; in the data active means activation above about 16%;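 further: 0% = vehicle low control and 100% = maximal reference agonist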
* marks the source's active call; other numbers are inactive results; x = no result given. Unless noted, no stated cut-off is given here; in the data, active means inhibition above about 30%; inactive means the rest.

SMILES | S1P2 blocker | Ecoli WT expand | PostGolgi yeast | Lung fibro prol | DAT uptake mod | HUVEC inhibit | PostGolgi ctrl | H69AR growth 86K | S1P2 agonist
Cc1nnc(-c2cnn(-c3ccccc3)c2N)n1Cc1ccncc1 | -11 | 0 | 4 | x | -1.2 | x | 3 | x | -8
COc1ccc(NC(=O)c2cc(=O)c3ccccc3o2)cn1 | 2 | 1 | 1 | x | -0.043 | 112 | -14 | 109 | -5
CCn1c(CSc2nc3ccccc3s2)nnc1SCC(=O)c1ccc(O)c(O)c1 | 13 | -4 | 19 | x | 0.74 | x | -17 | x | -8
COc1cc(C2C(C#N)=C(N)Oc3c2oc(CO)cc3=O)cc(OC)c1OC (configuration not stated) | 10 | 1 | 17 | 90 | 0.29 | 106 | 7 | 67 | -6
Brc1cccc(-c2nnco2)c1 | 16 | 9 | 1 | 97 | -0.81 | 89 | -5 | 110 | -6
N#Cc1cc([N+](=O)[O-])ccc1Oc1cccc(/C=N/NC(=O)c2ccc(Cl)cc2)c1 | -4 | -11 | -19 | x | -0.72 | x | 17 | x | -11
CCCc1[nH]nc2c1C(c1cc(OC)ccc1F)C(C#N)=C(N)O2 (configuration not stated) | -5 | 5 | 17 | 98 | -0.048 | 94 | -5 | x | -6
O=[N+]([O-])c1cccc(/C=C/c2nc(C=Nc3ccc4ccccc4c3)c(O)o2)c1 | -16 | -11 | -3 | x | x | x | 12 | x | -5
CCOC(=O)C1=C(C)NC(=O)C1CC(=O)Nc1ccccc1 (configuration not stated) | -1 | -10 | -6 | 105 | -0.71 | 94 | 2 | 103 | -1
O=C(CSc1nc(-c2ccco2)cc(C(F)(F)F)n1)N1CCc2ccccc2C1 | 2 | -12 | 9 | 93 | 0.76 | 85 | 30* | 58 | -1
O=C(COC(=O)CNS(=O)(=O)/C=C/c1ccccc1)NC1CCS(=O)(=O)C1 (configuration not stated) | -12 | 1 | -1 | 92 | -0.35 | 103 | 17 | 94 | -3
Cc1ccccc1-c1cc(C(=O)Nc2sc(C(=O)OC(C)C)c(C)c2C#N)c2ccccc2n1 | -30 | -18 | 2 | x | -0.93 | x | 6 | x | -6
O=C(CN1C(=O)NC2(CCc3ccccc32)C1=O)Nc1ccc(N2CCOCC2)cc1 (configuration not stated) | -16 | 4 | 4 | x | -0.68 | x | 3 | x | 1
Nn1c(SCC(=O)Nc2ccc(F)cc2)nnc1-c1cccnc1 | 16 | 7 | 2 | 101 | -1.4 | 105 | 1 | 91 | -1
O=S(=O)(NCCc1ccccc1)c1cccc(S(=O)(=O)N2CCOCC2)c1 | 20 | -2 | -10 | 99 | -0.77 | 102 | 4 | 97 | -7
COc1ccc(/C(O)=C2\C(=O)C(=O)N(c3cc(C)on3)C2c2ccc(OC)c(OC)c2)cc1OC (configuration not stated) | 31 | 2 | -2 | 101 | -0.43 | 93 | 1 | 98 | -10
Cn1c(Cc2c[nH]c3ccccc23)n[nH]c1=S | -8 | 8 | -22 | 94 | 0.049 | 98 | 4 | 83 | -4
CCCCCC1CC1C(=O)N/N=C/c1ccc(N(C)C)cc1 (configuration not stated) | 0 | 3 | -11 | x | 0.87 | x | 13 | x | -11
N#Cc1nc(COc2ccccc2)oc1N1CCOCC1 | -13 | -5 | -1 | 93 | 1.2 | 92 | -1 | 104 | -6
COc1ccc(S(=O)(=O)NNC(=O)c2cc3cc4ccccc4nc3s2)cc1 | 1 | 2 | 9 | x | 0.75 | x | -11 | x | 0
COc1ccccc1N1CCN(C2CCN(C(=O)c3cc(OC)c(OC)c(OC)c3)CC2)CC1 | x | 9 | 36* | 99 | -0.86 | 94 | -5 | 98 | x
CCC(=O)N1CCc2cc(S(=O)(=O)NC(C(=O)NCc3ccc(F)cc3)C(C)C)ccc21 (configuration not stated) | 18 | 1 | 2 | 102 | -2.1 | 104 | 0 | 101 | -6
Cc1cc(=O)[nH]c(SCc2nc3ccccc3s2)n1 | 1 | 5 | -3 | 98 | -0.018 | 103 | -3 | 96 | -4
CCOc1cc(C2C3=C(CCCC3=O)NC3=C2C(=O)CCC3)ccc1OCCO | -24 | -8 | -1 | 123 | -0.027 | 98 | 4 | 96 | -6
O=C(Nc1cccc(Cl)c1)C1=Cc2cc(Cl)ccc2OC1 | -6 | -2 | 8 | 103 | -0.24 | 80 | -13 | 94 | -3
O=C(c1ccncc1)c1ccc(NS(=O)(=O)c2ccc(Br)s2)cc1 | -9 | 2 | -3 | x | 0.61 | x | -3 | x | -8
O=C(O)c1ccc2cc[nH]c2c1 | 9 | -10 | -2 | x | -0.042 | 98 | -1 | 106 | -5
CCC(Sc1nc2ccccc2[nH]1)C(=O)Nc1cc(C)on1 (configuration not stated) | x | 1 | -2 | 95 | -0.013 | 83 | 6 | 86 | x
COc1ccccc1-c1nn2c(C(F)(F)F)nnc2s1 | 30 | -2 | 3 | 92 | 0.34 | 83 | 9 | 84 | -1
COc1cccc(NC(=O)N2CCN(C(=O)C(Cc3ccc(OC)c(OC)c3)NC(C)=O)CC2)c1 (configuration not stated) | 4 | -3 | 5 | 98 | -0.033 | 91 | 2 | 96 | -6
COc1ccc(CCNC(=O)CSc2nc(C)nc3c2c(=O)n(C)c(=O)n3C)cc1OC | x | x | x | 99 | 0.84 | 99 | x | 97 | x
Cc1nn2c(=O)nc3sc4c(c3c2[nH]c1=O)CCCC4 | -12 | x | x | 91 | -1.6 | 95 | x | 111 | -6
COc1cc(C(=O)Nc2ccc(S(=O)(=O)Nc3onc(C)c3C)cc2)cc(OC)c1OC | -1 | 8 | 9 | 99 | -0.0039 | 99 | 9 | 90 | -12
O=C(CSc1nnc(-c2c[nH]c3ccccc23)o1)N1c2ccccc2CCc2ccccc21 | 1 | -16 | 2 | 98 | 1.6 | 70 | 25 | 73 | -5
Cc1cc(C)nc(NC(=O)CSc2nc3cc(Cl)ccc3s2)n1 | 0 | -2 | -2 | 100 | 0.42 | 92 | 36* | 105 | -7
CCOc1ccc(-c2[nH]nc3c2C(c2ccc4c(c2)OCO4)C(C#N)=C(N)O3)cc1OC (configuration not stated) | x | -1 | -2 | 109 | 0.25 | 103 | 4 | 92 | x
Cc1cc(NC(=O)CSc2nnnn2Cc2ccccc2)no1 | 6 | -5 | -1 | 100 | -0.77 | 90 | 3 | 98 | -1
CCCSc1nc(N2CCCC2)c2c(c1C#N)CC(C)(C)OC2 | 4 | 7 | 2 | 85 | 0.48 | 94 | 11 | 57 | -5
CN(C)c1ccc(NC(=O)Cn2cc3c(n2)CCCC3)cc1 | x | 8 | -2 | 87 | -0.32 | 80 | -1 | 43 | x
Cc1ccccc1N(C(=O)Cc1ccsc1)C(C(=O)NC1CCCCC1)c1ccc(F)cc1 (configuration not stated) | -9 | -6 | 2 | x | -1.5 | x | 2 | x | -4
Cc1cccc(NC(=O)c2snc3c(=O)[nH]cnc23)c1 | -9 | -1 | -4 | 107 | 0.0096 | 89 | 16 | 93 | -2
Fc1ccc(OCc2nc(-c3ccc(Br)o3)no2)c(F)c1 | 9 | 9 | 6 | 93 | 0.54 | 109 | 3 | 93 | -2
CC(=O)Nc1ccc(-c2nnn(CC(=O)c3ccccc3)n2)cc1Cl | 20 | 1 | 8 | 94 | -0.0097 | 93 | 0 | 99 | -7
COc1cccc(-n2c(SCC(=O)N3CCOCC3)nnc2-c2c[nH]c3ccccc23)c1 | 2 | 0 | -8 | 95 | 0.36 | 108 | 9 | 84 | 1
COc1ccc(OC)c(-c2cc(C(=O)N3CCN(c4ccccc4)CC3)no2)c1 | 3 | -19 | -8 | 95 | -0.61 | 81 | 33* | 87 | -1
CCCOc1ccc(N2C(=O)CC(N(C(=O)c3ccco3)c3ccc(OCCC)cc3)C2=O)cc1 (configuration not stated) | -2 | -3 | -1 | 96 | -0.37 | 77 | 14 | 71 | -2
CCn1c(=O)cc(SCC(=O)NCc2ccccn2)c2ccccc21 | -25 | -1 | 3 | 107 | 0.11 | 92 | -4 | 94 | -1
CCN(CCO)Cc1csc2c(Br)cccc12 | -3 | 11 | -7 | x | 1.1 | x | 1 | x | -11
Cc1nc2ccccc2c(=O)n1NC(=O)Cc1ccccc1 | -6 | x | x | 104 | x | 98 | x | 101 | -9
N#Cc1c(N)nc(-c2ccccc2)nc1-c1ccccc1 | x | -7 | -3 | 69 | -0.16 | 57 | 10 | 59 | x
Oc1ccc2ccccc2c1N=Nc1ccccn1 | 2 | 5 | 6 | x | -1.9 | x | 8 | x | -10
Cc1csc(SCC(=O)O)n1 | -16 | -6 | 1 | 104 | 0.59 | 96 | 11 | 86 | -4
NC(=O)NC(Cc1ccccc1)C(=O)Nc1ccc(S(N)(=O)=O)cc1 (configuration not stated) | 2 | -6 | 5 | x | -1.1 | x | -10 | x | -6
CCN(CC#CCC(O)(c1ccccc1)C1CCCC1)C(C)C (configuration not stated) | 22 | 2 | 6 | 100 | -0.95 | 94 | 1 | 98 | -10
COC(=O)CSc1nc(NC#N)nc(NC(C)C)n1 | 30 | 0 | 8 | 100 | -1.6 | 95 | 10 | 98 | -2
CCNc1nc2[nH]c(=O)c3c(c2s1)OC(N)=C(C#N)C3c1ccc(C)cc1 (configuration not stated) | 6 | 1 | 1 | x | -0.77 | x | -3 | x | -4
c1ccc2c(c1)ncn2CCn1cnc2ccccc21 | x | x | x | 96 | 1.5 | 95 | x | 101 | x
O=c1n(-c2ccccc2)c(=O)n(Cc2ccccn2)n1Cc1ccccn1 | 11 | 0 | 3 | 92 | -0.12 | 86 | 0 | 73 | -4
CC(C)OC(=O)c1nnc(Cc2ccc(F)cc2)o1 | x | 1 | -1 | 99 | -1.2 | 101 | -4 | 106 | x
O=c1c2cccc3c2c(nn1-c1ccccc1)-c1ccccc1-3 | -7 | -5 | 0 | x | -0.12 | x | 10 | x | -10

Next section; it opens with the three that closed the last part.
SMILES | S1P2 blocker | Ecoli WT expand | PostGolgi yeast | Lung fibro prol | DAT uptake mod | HUVEC inhibit | PostGolgi ctrl | H69AR growth 86K | S1P2 agonist
O=c1n(-c2ccccc2)c(=O)n(Cc2ccccn2)n1Cc1ccccn1 | 11 | 0 | 3 | 92 | -0.12 | 86 | 0 | 73 | -4
CC(C)OC(=O)c1nnc(Cc2ccc(F)cc2)o1 | x | 1 | -1 | 99 | -1.2 | 101 | -4 | 106 | x
O=c1c2cccc3c2c(nn1-c1ccccc1)-c1ccccc1-3 | -7 | -5 | 0 | x | -0.12 | x | 10 | x | -10
CN1CCN(Cc2ccc(-c3ccc(Cl)cc3)o2)CC1 | 22 | 2 | 0 | 94 | -0.08 | 88 | 1 | 81 | -5
COc1ccc(/C=C(\NC(=O)c2ccc(OC)cc2)C(=O)NC(CCSC)C(=O)O)cc1 (configuration not stated) | -13 | -2 | -5 | x | -0.43 | x | 10 | x | -6
Cc1cc(C)cc(N(CC(=O)NCc2cccnc2)S(C)(=O)=O)c1 | 20 | 6 | -17 | 101 | -0.89 | 97 | -3 | x | -2
CC(=O)Nc1nonc1-c1nc2ccccc2n1CCC#N | 4 | -4 | 4 | 99 | -0.38 | 93 | -1 | 75 | -3
CC(C)CNC(=S)N1CCC(NC(=O)C23CC4CC(CC(C4)C2)C3)CC1 | -10 | x | x | 94 | -0.12 | 105 | x | 83 | -3
O=S(=O)(c1ccc2ccccc2c1)N1CCC(c2nc(-c3ccncc3)no2)CC1 | -2 | x | x | 100 | -1.5 | 93 | x | 67 | -8
CC(C)C(c1nnnn1Cc1ccc(F)cc1)N1CCN(C2CCCCC2)CC1 (configuration not stated) | 17 | -2 | 0 | 94 | 0.22 | 94 | 7 | 81 | -6
O=C1c2ccccc2C(=O)N1Cc1nc(-c2ccccc2)no1 | x | x | x | 95 | -0.25 | 90 | x | 92 | x
